High-throughput results (PubChem BioAssay)
Pf gametocyte: kills late stage P. falciparum gametocytes; P. falciparum stage V gametocytes, ATP luminescence, 24 h; inhibition, % at 10.9 µM; hit rate 0.065% among 150,000; AID 743093;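 active means inhibition above the mean plus 3 SD of compounds within the control limits, set per campaign, cut at about 38% in these data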;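 further: 0% = DMSO wells and 100% = medium only without gametocytes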
An asterisk follows results filed as active.

A first look (7 entries):
SMILES,Pf gametocyte
COc1ccccc1CN1C(=O)[C@H]2Cc3c([nH]c4ccccc34)C(C)(C)N2C1=O,-39
CCOC(=O)c1c(-c2ccccc2)oc2ccc(OCC(N)=O)cc12,7
Cc1nc(C2CCCCC2)c(-c2ccccc2)c(N2CCOC2=O)c1C,-10
Cc1c(C(=O)O)cccc1-c1ccc(/C=C2\SC(=O)NC2=O)o1,11
c1ccc2c(c1)nc1n2C2(N3CCOCC3)CCCC2C1N1CCOCC1 (stereo not drawn),-5
COc1cc(NS(=O)(=O)c2ccc(N/C=C\C(=O)c3ccc(C)cc3)cc2)nc(OC)n1,-12
Cc1cc(C(=O)Nc2ccccc2Cl)c2ccccc2n1,1

The list itself, previewed entries included:
SMILES,Pf gametocyte
COc1ccccc1CN1C(=O)[C@H]2Cc3c([nH]c4ccccc34)C(C)(C)N2C1=O,-39
CCOC(=O)c1c(-c2ccccc2)oc2ccc(OCC(N)=O)cc12,7
Cc1nc(C2CCCCC2)c(-c2ccccc2)c(N2CCOC2=O)c1C,-10
Cc1c(C(=O)O)cccc1-c1ccc(/C=C2\SC(=O)NC2=O)o1,11
c1ccc2c(c1)nc1n2C2(N3CCOCC3)CCCC2C1N1CCOCC1 (stereo not drawn),-5
COc1cc(NS(=O)(=O)c2ccc(N/C=C\C(=O)c3ccc(C)cc3)cc2)nc(OC)n1,-12
Cc1cc(C(=O)Nc2ccccc2Cl)c2ccccc2n1,1
COc1ccc(CN2C(=O)[C@@H]3Cc4c([nH]c5ccccc45)C(C)(C)N3C2=O)cc1,8
CCOC(=O)N1CCN(C(=O)c2ccc3ccccc3c2)CC1,9
O=C(Cn1cc([N+](=O)[O-])cn1)NCc1ccccc1,3
COc1cccc(C(=O)NCCCNC(=O)c2cccc(OC)c2)c1,-6
Cc1cc([N+](=O)[O-])nn1CC(=O)NC(C)c1ccccc1 (stereo not drawn),2
C=CCC1NS(=O)(=O)O[C@H](CCCC)[C@@H]1O (stereo partly drawn),14
Cc1ccc(-c2csc(NCCn3c(-c4ccncc4)nc4ccccc43)n2)cc1,-14
CC(NC(=O)COc1ccccc1)C1COc2ccccc2O1 (stereo not drawn),24
O=C1C(=O)N2C(=C1C(=O)N1CCCCCC1)c1ccccc1CC21CCCC1,-17
N#Cc1ncccc1CCc1cccc(Cl)c1,13
CCOC(=O)[C@H]1[C@H]2COc3ccc(Br)cc3[C@@H]2N2C(=O)[C@H](C)NC(=O)[C@@]12C,-5
O=C(Oc1cccc2c(O)cccc12)c1ccco1,13
CC1CN(c2ccc([N+](=O)[O-])c(NCCOc3ccccc3)c2)CC(C)N1 (stereo not drawn),4
COc1cc(OC)cc(-c2c(C#Cc3ccsc3)c3cc(-c4ccc5c(c4)OCO5)ccc3n2C)c1,14
COC(=O)[C@@]1(Cc2ccc(OC)cc2)[C@H]2c3cc(C(=O)N(C)C)n(Cc4c(CO)[nH]cc(C)c4=O)c3C[C@H]2CN1C(=O)c1ccccc1,-31
CC1CCN(C(=O)c2[nH]cnc2C(=O)N(C)Cc2ccccc2)CC1,-16
CCCCn1c(O)c(N=Nc2ccccc2O)c2ccccc21,2
CCCSc1ccc([C@@H]2[C@H]3C(=O)N(CC)C(=O)[C@H]3[C@]3(C(=O)OC)CCCCN23)cc1,-3
O=C(c1ccccc1F)N1CCCc2ccccc21,-5
C/C(=N\NC(=O)c1cccnc1)c1ccccc1,17
Cc1ccccc1C(=O)NC1CCN(CC(=O)Nc2ccc(Br)cc2)CC1,-11
O=C(Nc1cccc(O)c1)c1cc(-c2ccccc2Cl)on1,-8
O=S(=O)(NC1CCN(S(=O)(=O)c2c(F)cccc2F)C1)c1ccc2c(c1)OCCO2 (stereo not drawn),-13
COCCNC(=O)c1cccc(OC2CCN(Cc3cccc(C(C)=O)c3)CC2)c1,-4
CCC(CO)Oc1cc(NC(=O)c2cccc(C)c2)c2ncn(C(C)C)c2c1 (stereo not drawn),-61
CCc1cc(S(=O)(=O)N2CCN(C(=O)c3ccco3)CC2)ccc1OC,-2
CCOC(=O)N1CCN(C(=O)c2ccc3nc4cc(Cl)ccc4c(=O)n3c2)CC1,-3
CNC(=S)N/N=C/c1cc(Br)c(OCc2ccncc2)c(OC)c1,1
C[C@@]12CCC3[C@@](CCC4[C@@]3(C)CCC[C@@]4(C)C(=O)N3CCCCC3)(CC1=O)C2 (stereo partly drawn),-28
CCCNc1nc2c(c(=O)n(C)c(=O)n2C)n1CCCc1ccccc1,7
CC(=O)Nc1ccc(NC(=O)c2cc([N+](=O)[O-])cc([N+](=O)[O-])c2)cc1,-14
O=C(NCCN1CCCCC1)Nc1ccc([N+](=O)[O-])cc1,-2
CC(=O)c1c(Cl)nc2ccc(Br)cc2c1-c1ccccc1,12
CC(=O)c1c(O)cc(C)n(Cc2ccccc2)c1=O,12
Cc1cccc(-c2nc(CN3CCN(Cc4cccc(F)c4)CC3)c(C)o2)c1,-3
CC(O)[C@H]1CN=C(N)N1CC(C)(C)C (stereo partly drawn),-69
CCCCCCCN1CCN=C1Nc1ccccc1,-3
O=C(NC1=NCCS1)c1ccccc1F,-12
Cn1c2ccccc2c(=O)c2ccc(NCCc3cccs3)cc21,-14
CCN(CC)C(=O)CSc1nnc(-c2c[nH]c3ccccc23)o1,-3
Cc1ccc2nc3c(cc(C(=O)NCc4ccccc4)c(=N)n3CCCn3ccnc3)c(=O)n2c1,4
CC(=O)C[C@H]1c2ccccc2S(=O)(=O)N1C1CCCCC1,-26
COc1ccc(CC(=O)Nc2ccccc2C(=O)NCCc2ccccc2)cc1,14
O=C1C=C(O)c2cccc3cccc1c23,-19
NCCCCCNC(=O)c1nc[nH]c1C(=O)NCC(=O)OCc1ccccc1,18
COc1cc(C#Cc2c(-c3cncn3C)n(C)c3ccc(Br)cc23)cc(OC)c1,11
COc1cccc(CN2CCN(C(=O)c3cccc4ccccc34)CC2)c1,-5
O=[N+]([O-])c1ccc(OCCCCN2CCc3ccccc3C2)cc1,-1
Cc1c(C=Nc2ccc(S(=O)(=O)N(C)C)cc2)c(O)[nH]c(=O)c1C#N,4
CC(C)CC1NC(=O)c2ccc(Cl)cc2-n2c1nc1ccc(F)cc1c2=O (stereo not drawn),-2
O=c1ccnc(SCCc2ccc([N+](=O)[O-])cc2)[nH]1,15
CCOC(=O)[C@H]1[C@H]2COc3ccc(C)cc3[C@@H]2N2C(=O)CN(Cc3ccccc3)C(=O)[C@@]12C,-2
CC(=O)Nc1ccc(N=NC2C(=O)N(C(N)=S)N=C2C)cc1 (stereo not drawn),12

Next part
SMILES,Pf gametocyte
CCN(CC)CCCN(C(=O)c1cccc(C)c1)c1nc(-c2ccc(OC)cc2)cs1,8
O=C1NC(Cc2ccc(O)cc2)c2nc3cc(F)ccc3c(=O)n2-c2cc(Cl)ccc21 (stereo not drawn),-7
Cc1ccccc1OCCCCCCN1CCNCC1,20
N#Cc1nc(-c2cccc3ccccc23)oc1N,-6
CCN(C(=O)Nc1cccc(Cl)c1)c1ccccc1,12
Cc1ccc(C23OCCN2CCn2nc4ccccc4c23)cc1 (stereo not drawn),-11
OCC1(CCc2ccccc2)CCCN(CCCc2ccccc2)C1 (stereo not drawn),15
O/N=C/c1cc2ccccc2n1Cc1ccccc1F,-22
O=C(NCc1ccccc1)c1nc[nH]c1C(=O)N1CCN(c2ccccc2)CC1,-5
CCOC(=O)c1c(N/C=C(\C#N)c2nc(-c3ccc(OC(C)=O)cc3)cs2)sc2c1CCC2,-8
CC(=O)N(C)c1ccc(NC(=O)Nc2ccc(Cl)cc2)cc1,-5
Cc1cc(OCC(O)CN2CCOCC2)cc(C)c1Cl (stereo not drawn),-13
CN(C)S(=O)(=O)c1ccc(NC(=O)c2ccc([N+](=O)[O-])cc2)cc1,13
Cc1ccc2c(c1)-n1c(nc3ccc(C)cc3c1=O)C(Cc1ccc(O)cc1)NC2=O (stereo not drawn),8
CC1C(=O)C(C)C(c2cc(Br)ccc2O)NC1c1cc(Br)ccc1O (stereo not drawn),-10
CN1CCN(c2c([N+](=O)[O-])cnc3ccccc23)CC1,-10
Cc1ccc(SCCNC(=O)c2ccc([N+](=O)[O-])c(C)c2)cc1,0
CC1(NC(=O)c2ccccc2)CCN(CCCc2ccccc2)C1=O (stereo not drawn),-3
CC(C)c1ccc(N(CC(=O)NC(C)(C)C)C(=O)CCC(=O)Nc2nccs2)cc1,-7
O=C(NN=C1CCCC1)c1cccc(Br)c1,-2
O=[N+]([O-])c1ccc(/C=N/Nc2ncc(Br)cn2)cc1,4
Cc1cc(C)c[n+](CC(=O)c2c(C)cc(C)c([N+](=O)[O-])c2C)c1,-5
CCN(CC)c1nc(N)c2c(N)nc(OC)cc2c1C#N,-24
O=C(CN1CCCC1)NC(c1ccccc1)c1ccccc1,-4
O=C(NCc1ccc2c(c1)OCO2)c1cc(Cl)ccc1Cl,6
Cn1c(C=O)c(C#Cc2ccccc2)c2ccccc21,7
Cc1noc(C)c1COC(=O)c1cc2c(C)nn(-c3ccc(F)cc3)c2s1,1
COc1ccccc1N1CCN(Cc2cc(OC)c3c(c2)OCO3)CC1,-8
COc1cc2cc(CCOC(=O)N3CCCCC3)oc(=O)c2cc1OC,-8
COCC(COS(N)(=O)=O)C(C)C (stereo not drawn),-16

Next entries:
Molecule,Pf gametocyte
O=C(c1cc2ccccc2oc1=O)N1CCCCCCC1,9
COC(=O)C(CC(=O)c1ccc(Br)cc1)n1nc(C)cc1C (stereo not drawn),-7
COc1ccc(S(=O)(=O)N2CCN(C)CC2)cc1,2
Cc1c(Cl)cccc1NC(=O)C1COc2ccccc2O1 (stereo not drawn),6
CS(=O)(=O)N1CCN(C(=O)CCc2ccccc2)CC1,-9
CCCC1CC(C(=O)Nc2ccccc2)C(=O)O1 (stereo not drawn),4
Cc1cccc(NC(=S)NC(=O)C(c2ccccc2)c2ccccc2)n1,0
COc1ccc(CN(C)CC2CCCN(CCc3ccc(Cl)cc3)C2)cc1OC (stereo not drawn),-9
COc1ccc([C@H]2CC(=O)C=C(c3ccc(OC(F)(F)F)cc3)C2)cc1OC,-6
C[C@H](CO)N1C[C@H](C)[C@@H](CN(C)C(=O)NC2CCCCC2)Oc2c(cccc2N(C)C)C1=O,-2
COP(=O)(OC)C(Nc1ccc(C)cc1)c1ccc(Br)cc1 (stereo not drawn),-13
COC(=O)c1ccc(NC(=O)C[n+]2ccccc2C)cc1,1
O=C(CNS(=O)(=O)c1ccc(F)c(Cl)c1)N1CCCC1,-8
Cc1cccn2c(=O)c3cc(C(=O)NCc4ccccc4)c(=N)n(CCCN4CCOCC4)c3nc12,4
CN1CCCN(C(=O)CC2(CC(=O)O)CCCCC2)CC1,-3
CCOc1ccc2ccc(OCC)c(/C=N/n3cnnc3)c2c1,8

An excerpt from above in order of count of non-hydrogen atoms, low to high:
Molecule,Pf gametocyte
O=C(CNS(=O)(=O)c1ccc(F)c(Cl)c1)N1CCCC1,-8
CN1CCCN(C(=O)CC2(CC(=O)O)CCCCC2)CC1,-3
COP(=O)(OC)C(Nc1ccc(C)cc1)c1ccc(Br)cc1 (stereo not drawn),-13
COc1ccc([C@H]2CC(=O)C=C(c3ccc(OC(F)(F)F)cc3)C2)cc1OC,-6
COc1ccc(CN(C)CC2CCCN(CCc3ccc(Cl)cc3)C2)cc1OC (stereo not drawn),-9
Cc1cccn2c(=O)c3cc(C(=O)NCc4ccccc4)c(=N)n(CCCN4CCOCC4)c3nc12,4

The list continues.
Molecule,Pf gametocyte
CC(C)C(C(=O)Nc1ccccc1F)N1C(=O)c2ccccc2C1=O (stereo not drawn),-11
CC[C@@]12C(=O)N(c3ccccc3)C(=O)N1[C@H](c1cccc(C)c1)[C@@H]1C(=O)N(Cc3ccccc3)C(=O)[C@@H]12,-26
O=S(=O)(c1cc(Cl)ccc1Cl)N1CCN2CCCC2C1 (stereo not drawn),0
O=C(CSCc1ccc(Cl)cc1Cl)Nc1ccc(O)cc1C(=O)O,1
CC1(C)CC(=O)N(c2ccc(C#N)cc2)C(=O)C1,12
O=C(Nc1ccc(C2CCCCC2)cc1)C1CCN(c2ncccn2)CC1,-17
CN(C)C(=O)Cn1cnc2c(cnn2-c2ccc(F)cc2)c1=O,-8
COc1ccc([C@@H]2[C@@H]3C(=O)N(C(C)(C)C)C(=O)[C@@H]3[C@]3(CC(C)C)C(=O)N(c4ccccc4)C(=O)N23)cc1,-2
Nc1nc(CSc2nnnn2-c2ccc(F)c(Cl)c2)nc(N2CCOCC2)n1,11
COC(=O)CNC(=O)C1Nc2ccccc2C2C=CCC12 (stereo not drawn),-25
Cc1ccc2c(CSc3nc4ccccc4c(=O)n3CCCO)cc(=O)oc2c1,8
COc1ccc(C(=O)CCc2ccc(OC)c(OC)c2)cc1,9
COc1cc(F)c(C2=CC(=O)CC(C)(C)C2)cc1F,-4
COC(=O)[C@H]1[C@@H](C)N(CCc2cc(OC)c(OC)c(OC)c2)C(=O)N[C@H]1c1ccccc1,13
CCOC(=O)C1CCCN(CC(=O)Nc2nccs2)C1 (stereo not drawn),-11
COc1cc(O)c(CCC(=O)c2ccc(OC)c(OC)c2)c(OC)c1,17
Cc1ccnc(NC(=O)c2cccc(NC(=O)c3ccccc3C)c2)c1,6
COc1ccccc1-c1noc2ncnc(Nc3cccc(C)c3C)c12,-1
O=C(NCc1ccccc1F)C12CC3CC(CC(C3)C1)C2,21
CCOC(=O)COc1ccc2c(=O)c(-c3ccccc3)coc2c1,11
COc1ccccc1C(=O)NNC(=O)c1ccccc1Br,9
CN1CCC(=O)N(CCSc2ccccc2)CC1,-1
CNC[C@@H](CC1CCCCC1)NC[C@H](CC(C)C)NCCc1cccc(C(F)(F)F)c1,-33
CCC(CO)Oc1cc(NCc2ccc(Cl)cc2)c2ncn(C(C)C)c2c1 (stereo not drawn),7
OCCNCC(O)CN1c2ccccc2Sc2ccccc21 (stereo not drawn),-17
C#CCOCCOCCOCCNc1nc(N2CCN(C(=O)Cn3cc(CCO)nn3)CC2)nc(N2CCN(C(=O)[C@H](CCCCN)n3cc(CC(C)O)nn3)CC2)n1 (stereo partly drawn),-29
COCCN(Cc1ccc(F)cc1)C(=O)c1cc2ccccc2oc1=O,24

The list is partial; rates above refer to the full screens.
